# Bioassay records from PubChem.
# hiPSC survival – increases survival of single human iPS cells | hiPSC single-cell survival, ATPlite luminescence; 100% = ROCK inhibitor wells, 0% = DMSO | survival enhancement, % at 20 µM | 0.044% of 360,000 active; in the data active means survival enhancement above about 18%;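 further: cells exposed to compounds for 16 hours before the ATP read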
# Peg3 promoter – inhibitors of Peg3 promoter | 1.7% of 360,000 active | HeLa PEG-Prom luciferase reporter, luminescence, overnight | inhibition, % at 20 µM;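 active means inhibition of at least 50% at 20 µM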
# NR2E3 ag-1 – activates human NR2E3 receptor. Q9Y5X4. CHO-S Gal4-NCOR/VP16-NR2E3 two-hybrid, luciferase. inhibition of corepressor binding, % at 3.98 µM. 0.35% of 360,000 active. AID 602229;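 active means inhibition above the mean of all tested compounds plus 3 SD, cut at about 70% in these data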;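 further: 0% = DMSO with NR2E3 transfected cells and 100% = cells lacking NR2E3 construct; higher means lower luciferase signal from less NR2E3 corepressor binding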
# Target sequence (Q9Y5X4 whole entry, looked up, the tested form may be a part): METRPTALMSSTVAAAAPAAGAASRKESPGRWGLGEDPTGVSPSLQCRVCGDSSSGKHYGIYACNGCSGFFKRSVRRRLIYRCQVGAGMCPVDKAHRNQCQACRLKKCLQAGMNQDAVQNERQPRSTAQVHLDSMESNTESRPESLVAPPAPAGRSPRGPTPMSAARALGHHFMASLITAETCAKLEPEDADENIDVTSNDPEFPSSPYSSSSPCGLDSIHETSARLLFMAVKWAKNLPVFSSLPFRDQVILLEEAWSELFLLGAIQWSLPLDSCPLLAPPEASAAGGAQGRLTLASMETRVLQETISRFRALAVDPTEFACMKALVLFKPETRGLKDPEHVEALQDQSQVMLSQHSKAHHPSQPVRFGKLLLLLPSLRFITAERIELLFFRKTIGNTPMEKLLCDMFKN
# MITF TRPM1 inh – reduces MITF-dependent TRPM1 promoter luciferase signal. SK-MEL-5 TRPM1 promoter luciferase, 24 h. inhibition, % at 12.5 µM. 0.83% of 330,000 active;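 active means mean inhibition across replicates of 60% or more, whatever share of single replicates reaches that level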; further: values of inactives mirror those of a sister screen read the other way
# PDI inh – PDI (human) enzyme inhibition | inhibition, % at 10 µM | PDI insulin aggregation turbidity, A650, 90 min | 0.052% of 350,000 active;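 active means mean inhibition across replicates of 30% or more, whatever share of single replicates reach that level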;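 further: absorbance from insulin aggregation driven by PDI reduction with DTT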
# Cardio protect – myocardial damage modulation in H9c2 cells. H9c2 cardiomyocytes, H2O2 injury protection, ATPLite, 2 h. protection from H2O2 cell death, % at 20 µM. 0.63% of 360,000 active. AID 588492;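 active means compounds giving at least 50% protection of heart cells from peroxide-induced death in the single-dose screen, raw or plate-pattern-corrected value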;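 further: 0% = DMSO wells with peroxide and 100% = DMSO wells without peroxide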
# Shn3 3UTR inh – inhibitors of Schnurri-3 3'UTR reporter in osteoblasts; AID 588674; inhibition, % at 12.5 µM; Clone20 osteoblast Shn3 3'UTR firefly luciferase, 24 h; 0.52% of 360,000 active;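 active means mean inhibition of at least 75% with every replicate also reaching 75%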;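 further: 0% = median of neutral control wells and 100% = pilot-screen positive control compound; some compounds past the cut are filed as inactive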
# NR2E3 ag-2 – agonists of human nuclear receptor NR2E3 | Q9Y5X4 | GST-NR2E3/biotin-RetCOR TR-FRET, 1536-well | inhibition of corepressor binding, % at 4.78 µM | 0.12% of 320,000 active | AID 2300;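 active means percent inhibition above the cutoff of mean plus 3 SD of all tested compounds, set per screening campaign, cut at about 20% in these data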;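 further: 0% = DMSO wells and 100% = biotin wells as full block of FRET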
#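 Assay system: NR2E3–RetCOR corepressor complex. Quantity: 1.35 nM GST-NR2E3. Buffer or medium: pH 7.5 Tris-based buffer. Reagent: biotinylated RetCOR corepressor at 7 nM final. Schedule: 5 h at 4 °C. Detection: TR-FRET, emission read at 617 and 671 nm. Replicates: one well per compound, singlicate testing.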
# m5-HT2A agonist – agonists of mouse serotonin 5-HT2A receptor (HTR2A); CHO-K1 mHTR2A beta-arrestin complementation, luminescence; percent of 30 µM serotonin response; activation, % at 7.6 µM; 0.66% of 360,000 active; AID 624169;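 active means activation above a run cutoff, the mean activation of all tested compounds plus 3 SD, cut at about 14% in these data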;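 further: 0% = plate median of compound wells and 100% = 30 µM serotonin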
# Target sequence (P35363 whole entry, looked up): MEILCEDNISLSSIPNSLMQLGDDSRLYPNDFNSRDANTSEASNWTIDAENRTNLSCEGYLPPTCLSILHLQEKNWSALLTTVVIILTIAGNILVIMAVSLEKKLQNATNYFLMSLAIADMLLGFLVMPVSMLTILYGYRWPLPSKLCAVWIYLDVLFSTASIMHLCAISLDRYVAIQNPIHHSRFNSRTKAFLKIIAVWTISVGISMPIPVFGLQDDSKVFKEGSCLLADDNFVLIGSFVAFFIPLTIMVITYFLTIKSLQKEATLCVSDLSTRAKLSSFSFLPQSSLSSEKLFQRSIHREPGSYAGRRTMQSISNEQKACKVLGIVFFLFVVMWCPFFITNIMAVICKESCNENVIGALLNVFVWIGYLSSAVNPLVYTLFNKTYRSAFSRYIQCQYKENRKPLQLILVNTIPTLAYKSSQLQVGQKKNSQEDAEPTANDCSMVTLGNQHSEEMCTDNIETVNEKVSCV
# CaV13 FRET inh – Primary screen for inhibitors of IQ motif and Ca2+-dependent inactivation inhibitor domain binding in CACNA1D, Förster resonance energy transfer in living cells, …; HEK cells, CFP/YFP FRET ICDI-IQ, plate reader, 10 min; percent FRET-ratio fall versus neutral wells; inhibition, % at 12.3 µM; 0.098% of 340,000 active;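 active means mean replicate inhibition of at least 30% and at least 1% of replicates passing that level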;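 further: 0% = median of the neutral control wells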
# HIF-2a inh – inhibitors of HIF-2a. inhibition, % at 18.8 µM. 0.72% of 360,000 active. 786-0 RCC cells HIF-2a reporter, luciferase luminescence, overnight;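 active means inhibition of the luminescence signal of 40% or more relative to plate controls, in a single-dose primary screen at 18.75 µM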
# An asterisk follows results filed as active; nt = no result given.
Structure	CaV13 FRET inh	MITF TRPM1 inh	PDI inh	Cardio protect	Peg3 promoter	HIF-2a inh	Shn3 3UTR inh	m5-HT2A agonist	NR2E3 ag-1	NR2E3 ag-2	hiPSC survival
CCOC(=O)[C@]12CCC=C1N(CCC1=CCCCC1)C(=O)[C@H](CC(=O)N1CCN(C(=O)C3CC3)CC1)C2	-7	nt	nt	nt	nt	-1	nt	8	-25	nt	-0.4
Cc1ccc(C(=O)NCCN2C3=NC[C@H](Cc4ccc(O)cc4)N3C[C@H]2Cc2ccc(O)cc2)cc1Br	-5	3	40*	-2	-4	11	-15	-12	-4	3	-1.8
Cc1oc2ccc(O)cc2c1C(=O)c1ccc(Br)cc1	-2	-50	-7	-6	-116	-37	-7	3	-37	2	0.5
Cc1ccccc1NC(=O)NNC(=O)CCc1ccccc1	nt	9	10	5	12	8	12	2	7	-1	-0.5
CNc1nc(NC)nc(-n2c(C(F)(F)F)nc3ccccc32)n1	-4	0	5	0	13	24	19	-2	-16	-2	-2.1
CCOc1ccccc1-c1nc(CN2CCCN(C(=O)c3ccco3)CC2)c(C)o1	-6	10	-1	4	-2	13	20	-14	5	4	-0.4
O=C(Cc1ccc(Br)cc1)N/N=C/c1cccnc1	-3	6	-8	2	-1	-4	6	-6	8	2	-0.5
COc1ccc(Cl)cc1S(=O)(=O)NCc1ccncc1	-8	24	-1	-5	-4	5	27	5	1	2	0.7
Cc1ccc(C)c(S(=O)(=O)Nc2ccc(C(=O)N3CC(C)OC(C)C3)cc2)c1 (centres undefined)	-2	-2	-1	7	4	15	-56	-6	-31	1	13
Cc1ccc(OCC(=O)Nc2cc(S(=O)(=O)N3CCCCC3)ccc2N2CCN(C)CC2)c(C)c1	-18	-5	0	-5	11	-8	17	-13	-24	0	-0.6
O=C(Nc1ncn[nH]1)C(F)(F)C(F)F	nt	-12	0	-1	11	15	3	5	-25	-1	1.6
C=CCc1ccccc1OCC(=O)N/N=C/c1ccccc1OCC	-5	0	7	-8	4	0	21	-1	-13	0	-0.8
CCOc1ccc(-c2nc(C#N)c(NCC(C)C)o2)cc1	-6	-11	7	-8	-16	-41	49	-4	-7	-4	0.7
CCCC(O)(CCC)C(=O)NN(C(=O)CCl)c1cccc(C)c1	0	43	-7	-6	43	21	5	-3	-3	0	-1.9
COc1ccc(-n2cnnc2SCC(=O)Nc2cccc([N+](=O)[O-])c2)cc1	-6	-3	-4	-6	-1	8	18	2	-12	4	-1.2

# Rewritten field by field: two of the compounds above
Molecule: O=C(Nc1ncn[nH]1)C(F)(F)C(F)F
  CaV13 FRET inh = nt | MITF TRPM1 inh = -12 | PDI inh = 0 | Cardio protect = -1 | Peg3 promoter = 11 | HIF-2a inh = 15 | Shn3 3UTR inh = 3 | m5-HT2A agonist = 5 | NR2E3 ag-1 = -25 | NR2E3 ag-2 = -1 | hiPSC survival = 1.6
Molecule: C=CCc1ccccc1OCC(=O)N/N=C/c1ccccc1OCC
  CaV13 FRET inh = -5 | MITF TRPM1 inh = 0 | PDI inh = 7 | Cardio protect = -8 | Peg3 promoter = 4 | HIF-2a inh = 0 | Shn3 3UTR inh = 21 | m5-HT2A agonist = -1 | NR2E3 ag-1 = -13 | NR2E3 ag-2 = 0 | hiPSC survival = -0.8

# Next section.
Structure	CaV13 FRET inh	MITF TRPM1 inh	PDI inh	Cardio protect	Peg3 promoter	HIF-2a inh	Shn3 3UTR inh	m5-HT2A agonist	NR2E3 ag-1	NR2E3 ag-2	hiPSC survival
CC1(C(=O)NS(=O)(=O)c2ccc(F)cc2F)CCN1C(=O)c1cccc(F)c1 (centres undefined)	-6	nt	4	-2	-9	8	3	2	-8	nt	-0.7
Cc1nc(-c2nnc(SCC(=O)Nc3ccc(C(F)(F)F)cc3)n2C)cs1	-11	-10	5	-3	-3	3	-14	2	13	0	-0.4
COc1c(Cl)cc(Cl)cc1C(=O)Nc1ccc(C(=O)O)cc1	-4	5	5	4	5	10	-11	0	-26	3	0.4
Cc1ccccc1N1C(=O)c2ccccc2N2C(=O)c3ccccc3C12 (centres undefined)	-7	10	5	-9	29	28	9	0	-32	1	0.3
COc1ccccc1/C=C1\SC(=O)N(CC(=O)N(C)C2CCS(=O)(=O)C2)C1=O (centres undefined)	-6	-4	-7	1	-15	-6	4	7	6	2	0.2
Cc1ccccc1N(C(=O)CNC(=O)c1ccco1)C(C(=O)NC1CCCC1)c1ccncc1 (centres undefined)	-5	5	0	11	-1	14	5	-5	9	-4	0.3
CC(C)c1ccc(/C=N/NC(=O)c2cccc(Cl)c2)cc1	-6	-60	2	-15	-210	-228	-92	-2	-130	-5	-1.3
O=C(/C=C/c1cccc2ccccc12)NCCC1=CCCCC1	1	-26	8	2	-103	-182	-32	-3	-55	-3	2.4
CC(CC(=O)Nc1cccnc1)c1ccccc1 (centres undefined)	-7	2	0	-2	8	12	-3	2	8	-2	1.2
CN(C)c1ccc(CNC(=O)C2(C)Cc3c(-c4cccc(C(F)(F)F)c4)ccnc3O2)cc1 (centres undefined)	-4	nt	17	-1	24	18	23	4	12	nt	0.8
Cc1cccc(N2CCN(C(=O)CCC(=O)N3Cc4ccccc4Oc4ncccc43)CC2)c1C	-14	9	4	-1	19	23	48	4	25	1	0.6
COc1ccccc1CCNC(=O)CC1C(=O)NCCN1CCCc1ccccc1 (centres undefined)	-7	2	4	-4	7	10	8	-8	-19	2	0.3
O=C(CCn1c(=O)sc2ccccc21)NCCC1=CCCCC1	-7	6	0	0	2	-7	-1	13	-19	0	-2.0
CCc1nnc(NC(=O)c2ccc(-c3cc(C(F)(F)F)ccc3Cl)o2)s1	-8	7	-2	3	2	15	15	6	5	5	5.9
Cc1cccc(Nc2nnc(SCC(=O)NC(=O)CN3CCCC3=O)s2)c1	-14	-4	7	8	-53	-88	-7	-5	-11	2	0.2
CCOc1ccc(S(=O)(=O)N2CCN(S(=O)(=O)c3ccc(C(C)=O)cc3)CC2)cc1	-3	5	-7	-7	-8	13	-7	-6	-26	-2	-0.6
CCc1ccc(C2=CC(c3cc(Br)ccc3F)n3ncnc3N2)cc1 (centres undefined)	-7	-7	5	4	-12	-35	-5	2	8	-3	-0.6
CC(C)(C)OC(=O)C[C@@H]1C/C=C\C[C@@H](CC(=O)N[C@H](CO)Cc2ccccc2)C(=O)NC[C@@H](c2ccccc2)OC1=O	-5	1	10	52*	-7	3	1	-1	-50	nt	3.2
COc1ccccc1NC(=S)N1CCN(C(c2ccccc2)c2ccccc2)CC1	-4	1	0	-3	10	18	13	-7	22	-3	-0.2
Cc1cccc(NC(=O)NNC(=O)c2cc3ccccc3cc2O)c1C	-4	-3	-1	-1	5	-8	0	-3	1	3	0.1
Nc1nc2ccc([N+](=O)[O-])cc2[nH]1	-4	-2	-1	-2	7	2	2	0	-4	-4	-0.2
C=CCSc1nc2ccccc2[nH]1	-7	-2	4	2	-19	-17	-3	3	8	4	-2.6
COCCOC(=O)C1=C(C)NC2=C(C(=O)CC(c3cccs3)C2)C1c1ccsc1 (centres undefined)	-4	15	14	10	15	26	1	-8	-14	4	1.0
CC(NC(=O)C12CC3CC(CC(C3)C1)C2)C(=O)N/N=C/C1=C(N2CCOCC2)C(=C\c2ccccc2)/CC1 (centres undefined)	-2	2	7	-4	24	14	12	1	-11	-2	-0.5
COc1cccc(-c2sc3ccc(OC)cc3c2-c2cnc(N3CCOCC3)nc2)c1	-7	nt	nt	nt	nt	-249	nt	-6	-31	nt	0.0
COc1ccc(C(=O)C23CC4CC(C2)CC(C(=O)c2ccc(OC)cc2)(C4)C3)cc1	-3	8	5	-10	17	26	15	2	-24	-2	1.4
Cc1ccc2cc3cc(C(=O)NCCCN4CC(C)CC(C)C4)oc3nc2c1 (centres undefined)	-16	-24	-5	-9	-3	-22	-6	-8	-5	4	-0.3
O=S(=O)(c1ccc(=S)[nH]c1)N1CCN(Cc2ccccc2)CC1	-6	14	-5	-1	-1	3	-16	-4	-15	nt	0.9
O=C1NC[C@H](Cc2ccc(O)cc2)N(CCc2cc(C(F)(F)F)cc(C(F)(F)F)c2)C1=O	-12	nt	nt	nt	nt	15	nt	3	-1	nt	-2.2
CCN(CC)C(=O)C12C(=O)Oc3ccccc3C1C2(C)C(=O)c1ccc(F)cc1 (centres undefined)	-4	2	1	0	-3	11	10	-2	-7	0	-0.6
CCn1cc(C(=O)NCC(=O)NC(C)(C)CO)c(=O)c2cc3c(cc21)OCO3	-18	-8	3	4	5	11	-9	-2	8	nt	-0.1
Nn1cc(-c2ccccc2)nc1SCC(=O)Nc1ccc(S(N)(=O)=O)cc1	-3	8	0	1	25	-15	-16	-2	-17	2	-0.1
Cc1cc(NC(=O)c2sc(Nc3cccc(C(F)(F)F)c3)nc2N)no1	-5	-7	-19	-3	2	8	18	-6	8	0	-2.6
Cn1c(=O)c2ccccc2n(Cc2ccccc2Cl)c1=O	-3	-7	-2	-6	14	23	-16	3	-15	-4	-0.3
c1ccc(-c2ccc(-c3cnc4n3CCCCC4)cc2)cc1	nt	-82	-1	-16	-160	-221	-51	-4	-53	3	-2.0
Cc1c(CCC(=O)N[C@@H](C)C(=O)O)c(=O)oc2cc3occ(-c4ccccc4)c3cc12	-2	-13	-2	0	6	26	-30	8	-8	-1	-0.2
CN(C)c1ccc(-c2csc(C(O)c3ccc(F)cc3)n2)cc1 (centres undefined)	-6	nt	3	-9	-354	-293	-12	-5	-124	nt	-3.0
CCn1c(=O)c2cc(S(=O)(=O)NCCOc3ccccc3)ccc2n(CC)c1=O	-4	1	2	10	7	18	0	-1	-11	4	0.9
COc1ccc(NC2CCCCC2NS(=O)(=O)c2ccc(C)cc2)cc1 (centres undefined)	-3	11	4	-2	23	6	0	-9	-5	-2	0.1
CCOC(=O)c1ccc(NC(=O)CNC(=O)C2CCCCC2)cc1	-9	-4	-8	1	23	-6	18	2	26	1	3.4
CC(Oc1cccc(Cl)c1)C(=O)Nc1ccccc1C(=O)N1CCCCC1 (centres undefined)	-5	6	1	2	-5	10	-5	4	9	0	-0.4
CCOC(=O)C(Cc1ccc(OC)c([N+](=O)[O-])c1)NC(=O)CCC(=O)Nc1ccc(C)cc1 (centres undefined)	-7	-2	-5	-1	11	14	2	1	-9	8	0.7
CC(C)(C)NC(=O)CC1C(=O)NCCN1Cc1c(F)cccc1Cl (centres undefined)	-3	-1	-1	1	29	10	-7	0	-1	0	0.8
Cn1cc(CNCCCn2ncc3ccccc32)c(-c2ccccc2F)n1	0	2	9	-8	8	5	13	-9	-15	3	0.4
Cn1c(N)c(C(=O)COC(=O)C2=COCCO2)c(=O)n(C)c1=O	-5	-12	3	0	13	14	8	2	-14	-2	5.5
CCOc1ccc(-c2cc(C(=O)NCc3ccc(C(F)(F)F)cc3)[nH]n2)c(C)c1	-10	nt	-5	-6	9	-19	11	-1	0	nt	1.5
O=C(NCc1ccc(OC(F)(F)F)cc1)C1CC(c2cccc(F)c2)=NO1 (centres undefined)	-11	2	-4	-6	17	10	6	0	2	1	-0.1
COC(=O)c1nnn(-c2nonc2N)c1-c1cccs1	-4	3	-12	-5	-3	14	9	0	6	-1	-0.1
